# High-throughput results as filed in PubChem.
# mIAP block – mouse IAP inhibition; purified mouse IAP, CDP-Star luminescence, 30 min; inhibition, % at 10 µM; 330,000 compounds, 0.2% hits;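 active = inhibition of at least 40% at 10 µM in the primary screen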;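 also: plate controls were DMSO with enzyme for no effect and no enzyme wells for full effect; values of inactives mirror those of a sister screen read the other way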
# hIAP inh – human IAP inhibition | 330,000 compounds, 0.12% hits | inhibition, % at 10 µM | AID 2544 | purified IAP, CDP-Star luminescence, 30 min;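 active = inhibition reaching a set limit with compound at 10 µM in the primary screen, cut at about 35% in these data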;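 also: plate controls were DMSO wells with enzyme for no effect and no-enzyme buffer wells for full effect; values of inactives mirror those of a sister screen read the other way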
# Target sequence (P09923 whole entry, looked up): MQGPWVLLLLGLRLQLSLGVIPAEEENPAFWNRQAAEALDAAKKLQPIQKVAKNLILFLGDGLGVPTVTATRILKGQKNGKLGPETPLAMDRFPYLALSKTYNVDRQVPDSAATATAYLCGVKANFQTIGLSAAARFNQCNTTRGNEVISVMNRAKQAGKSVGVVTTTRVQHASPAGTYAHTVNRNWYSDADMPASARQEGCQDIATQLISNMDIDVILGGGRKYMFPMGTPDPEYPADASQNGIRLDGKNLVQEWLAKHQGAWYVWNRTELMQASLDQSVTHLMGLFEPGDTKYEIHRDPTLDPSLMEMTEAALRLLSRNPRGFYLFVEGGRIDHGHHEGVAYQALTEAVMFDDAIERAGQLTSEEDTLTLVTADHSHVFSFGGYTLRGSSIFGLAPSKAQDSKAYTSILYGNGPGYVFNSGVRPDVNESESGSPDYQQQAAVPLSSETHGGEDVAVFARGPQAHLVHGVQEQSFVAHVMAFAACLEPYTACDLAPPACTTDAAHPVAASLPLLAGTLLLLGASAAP
# MIN6 prolif – induces beta-cell replication in MIN6 cells; MIN6 cells proliferation, ATPlite luminescence, 48 h; cells starved in 0.2% serum; 100% = growth in 10% serum; proliferation, % at 10 µM; 330,000 compounds, 0.29% hits;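 active = compounds whose signal lies at least 3.5 SD above the mean of all wells on their plate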;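 also: 0% = DMSO-treated cells in low-serum medium and 100% = 10% serum control; some compounds called inactive have numbers as strong as hits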
# mIAP act – mouse IAP activation; muIAP, CDP-Star luminescence, 30 min; active compounds read high; 1 = vehicle-only enzyme signal, 0 = enzyme-free wells; activation factor at 10 µM; 330,000 compounds, 0.24% hits;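 active = activation factor of at least 2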; also: the source names both 10 and 20 µM as test concentration; values of inactives mirror those of a sister screen read the other way
#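 System: mouse IAP enzyme. Reagent: CDP-Star chemiluminescent phosphatase substrate. Benchmarks: DMSO wells, no-enzyme wells. Times: 30 min enzyme-substrate-compound incubation at room temperature. Detection: luminescence from enzymatic CDP-Star hydrolysis. Doses: test compounds delivered from DMSO solution.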
# hIAP act – human IAP activation; P09923; purified human IAP, CDP-Star luminescence, 30 min; active compounds read high; 1 = vehicle-only enzyme, 0 = enzyme-free background; activation factor at 10 µM; 330,000 compounds, 0.16% hits; AID 2524;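 active = activation factor of the enzyme at least 2-fold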; also: the source names both 10 and 20 µM as test concentration; values of inactives mirror those of a sister screen read the other way
# A3A deaminase – human APOBEC3A DNA deaminase inhibition; P31941; recombinant A3A, FAM/TAMRA ssDNA deamination fluorescence; inhibition, % at 20 µM; 330,000 compounds, 0.41% hits; AID 493011;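 active = at least 40% inhibition at 20 µM here, with at most 30% in a related deaminase screen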;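 also: plate controls were A3A with DMSO for no effect and wells lacking A3A enzyme for full effect; some results filed as inactive read as strong as hits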
# Target sequence (P31941 whole entry, looked up): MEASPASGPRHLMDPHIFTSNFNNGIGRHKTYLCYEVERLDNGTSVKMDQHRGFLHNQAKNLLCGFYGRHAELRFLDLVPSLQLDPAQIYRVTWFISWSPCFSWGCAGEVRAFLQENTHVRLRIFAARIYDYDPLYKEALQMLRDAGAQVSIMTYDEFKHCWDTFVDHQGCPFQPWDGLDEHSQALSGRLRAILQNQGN
# APOBEC3G inh – APOBEC3G (human) deaminase inhibition; Q9HC16; recombinant A3G, ssDNA deamination FAM/TAMRA fluorescence; inhibition, % at 20 µM; 330,000 compounds, 0.28% hits; AID 493012;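 active = inhibition of at least 40% at 20 µM, with no more than 30% in the related APOBEC3A deaminase screen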;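 also: plate controls were DMSO wells with A3G for no effect and wells lacking A3G enzyme for full effect; some compounds called inactive have numbers as strong as hits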
# Target sequence (Q9HC16 whole entry, looked up): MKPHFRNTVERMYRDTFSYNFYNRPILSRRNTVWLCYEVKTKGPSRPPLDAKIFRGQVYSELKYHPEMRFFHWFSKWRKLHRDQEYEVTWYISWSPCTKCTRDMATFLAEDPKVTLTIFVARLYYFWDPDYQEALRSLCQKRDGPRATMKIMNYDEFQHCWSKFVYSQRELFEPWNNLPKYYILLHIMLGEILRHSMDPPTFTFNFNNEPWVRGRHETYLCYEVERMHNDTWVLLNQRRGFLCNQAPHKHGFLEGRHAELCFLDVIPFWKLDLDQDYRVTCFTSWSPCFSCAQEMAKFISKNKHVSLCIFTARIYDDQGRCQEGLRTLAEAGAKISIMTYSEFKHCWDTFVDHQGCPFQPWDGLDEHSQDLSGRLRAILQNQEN
# ATG4B inhibitor – ATG4B (human) cysteine protease inhibition. Q9Y4P1. ATG4B cleavage of LC3-PLA2, NBD-HPC fluorescence, 1 h. inhibition, % at 8.33 µM. 340,000 compounds, 0.51% hits. AID 504462; in the data active = inhibition above about 40%
# MPTP block – permeability transition pore inhibition. isolated mouse mitochondria, Ca2+ swelling absorbance, 30 min. AID 602449. inhibition, % at 10 µM. 360,000 compounds, 1.4% hits;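 active = inhibition of 50% or more, scaled per plate between neutral and stimulator controls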;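 also: 0% = DMSO wells given calcium and 100% = 1 mM EGTA wells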
# An asterisk follows results filed as active.
SMILES,mIAP block,hIAP inh,MIN6 prolif,mIAP act,hIAP act,A3A deaminase,APOBEC3G inh,ATG4B inhibitor,MPTP block
CCOc1ccc(N(C(C)C(=O)NC(C)CC)S(C)(=O)=O)cc1 (stereo not drawn),-9.4,-12.0,-2.2,1.09,1.12,-5.0,-6.8,-2.4,1.4
O=C(O)c1ccc(NCc2cccc(Br)c2)cc1,10.7,-7.0,1.1,0.893,1.07,-0.7,0.1,-2.2,-2.3
Cc1ccc(NC(=O)CC2S/C(=N/N=C/c3ccco3)NC2=O)cc1Cl (stereo not drawn),1.8,-10.8,-2.1,0.982,1.11,-2.5,-6.5,11.9,-1.0
Cc1cc(Br)c(NC(=O)COn2nnc3ccc(S(C)(=O)=O)cc32)c(Br)c1,-10.3,15.1,-3.1,1.1,0.849,3.7,-1.8,-2.0,0.5
Cc1cc(Br)c(NC(=O)CCl)c(Br)c1,12.9,-1.1,0.0,0.871,1.01,0.2,-2.1,-3.1,1.3
Cn1nnnc1NCc1cccc(Cl)c1,1.0,11.1,3.2,0.99,0.889,-0.5,-0.7,-33.3,-1.1
CC(=O)c1cc(C#N)c(SCc2ccccc2C#N)nc1C,9.9,1.3,-1.1,0.901,0.987,-6.0,-1.5,-2.1,-9.9
Cc1ccc2nc(NC(=O)C3CCN(S(=O)(=O)c4cccs4)CC3)sc2c1,-0.6,18.7,-4.8,1.01,0.813,-9.1,-9.5,0.2,-0.7
CCC(CC)c1nc(C(N)=O)c2[nH]c(=O)n(-c3ccc(OC)c(OC)c3)c2n1,3.2,-36.5,0.5,0.968,1.36,-1.2,1.9,-4.2,0.4
Cc1ccc(S(=O)(=O)C2CS(=O)(=O)CC2O)cc1 (stereo not drawn),-5.5,4.9,-3.6,1.05,0.951,-2.9,-6.2,-10.4,0.6
CCCc1cc(=O)[nH]c(SCC(=O)Nc2c(C)n(C)n(-c3ccccc3)c2=O)n1,3.7,-2.0,-1.1,0.963,1.02,1.9,-4.9,2.0,-1.5
Cc1ccc(-n2nc(C)c3c(C)c(CCC(=O)O)c(C)nc32)cc1C,3.3,10.8,-2.8,0.967,0.892,-0.6,-4.1,1.2,1.1
CCOC(=O)N1CCc2c(sc(NC(=O)CN(CC)CC)c2C#N)C1,2.9,4.9,-2.4,0.971,0.951,-2.1,-6.8,-3.9,2.0
COc1ccccc1C(=O)Nc1c(-c2ccccc2)nc2ccccn12,4.5,8.3,-1.5,0.955,0.917,-4.0,-11.2,6.7,-0.6
COc1ccc(C(=O)N2CCN(C3CCCCC3)CC2)c(OC)c1,-19.2,-11.6,0.8,1.19,1.12,2.2,0.2,9.3,9.5
CCC(C)[C@H](NC(=O)NC(C)C)C(=O)O (stereo partly drawn),2.8,-5.0,0.0,0.972,1.05,-1.5,-7.4,-2.2,1.0
CCCC(CCC)c1nc2ccncc2[nH]1,2.1,-15.2,6.5,0.979,1.15,-0.7,-2.4,12.3,1.7
COc1ccc(/C=C/C(=O)OCC(=O)NCCNC(=O)COC(=O)/C=C/c2ccc(OC)cc2)cc1,-4.4,-1.8,-2.3,1.04,1.02,4.6,5.3,6.6,-0.3
Cc1ccc(S(=O)(=O)N2CCCOC2CNC(=O)C(=O)NC2CCCCC2)cc1 (stereo not drawn),1.4,-17.9,-1.4,0.986,1.18,-0.9,-10.6,-7.8,3.9
COc1cc(N)c(Cl)cc1C(=O)OCC(=O)Nc1ccc(N2CCOCC2)cc1,0.1,8.1,1.6,0.999,0.919,-6.1,-7.0,-4.5,0.0
COc1cc(O)c(C(CCN2CCOCC2)c2ccc(N(C)C)cc2)c(OC)c1 (stereo not drawn),-10.2,6.1,0.5,1.1,0.939,-1.0,-3.7,-2.6,1.7
O=C(CSc1nc(C(F)(F)F)cc(=O)[nH]1)Nc1cccc2ccccc12,7.7,3.8,2.8,0.923,0.962,-2.4,-5.8,2.6,1.8
O=C(OCC(=O)N1CCc2ccccc21)[C@@H]1CCCN1S(=O)(=O)c1ccccc1F,2.8,4.8,-2.7,0.972,0.952,-5.6,-8.6,3.7,0.0
COc1cc(/C=N/n2cnnc2)ccc1OCCOc1ccccc1,0.3,12.8,-1.3,0.997,0.872,-3.8,-5.3,-6.2,-1.3
OCCCCCN=c1cc(-c2ccccc2)oc2ccc(Cl)cc12,11.7,8.2,3.6,0.883,0.918,9.5,1.2,-10.3,0.0
COc1cc(/C=N/NC(N)=O)ccc1OC(=O)c1ccco1,-3.6,-2.0,-1.7,1.04,1.02,-2.8,-6.4,-5.2,-2.0
COc1ccc(C(=O)Nc2nc(N3C(=O)c4ccccc4C3=O)n(-c3ccccc3)n2)cc1,-10.7,-4.2,-2.4,1.11,1.04,-2.5,-2.8,-7.8,5.5
Cc1noc(C)c1S(=O)(=O)Nc1ccc2c(c1)C(=O)N([C@H](C)CO)C[C@H](C)[C@@H](CN(C)C(=O)Nc1ccc(C(F)(F)F)cc1)O2,-2.9,-12.6,-2.7,1.03,1.13,-5.9,-5.8,-2.9,-0.3
Cn1c(=NC(=O)CSCC(=O)N2CCCCC2)sc2ccccc21,8.6,5.0,-0.5,0.914,0.949,-3.8,-4.7,-4.3,-2.2
CCOC(=O)C1=C(c2ccccc2)Nc2ncnn2C1c1ccc(OC)c(OC)c1OC (stereo not drawn),10.5,9.5,-1.1,0.895,0.905,-4.4,-7.3,5.3,-1.1

# Reformatted with two lines to a compound: 3 of the compounds above.
# Order of results: mIAP block, hIAP inh, MIN6 prolif, mIAP act, hIAP act, A3A deaminase, APOBEC3G inh, ATG4B inhibitor, MPTP block
> COc1cc(/C=N/n2cnnc2)ccc1OCCOc1ccccc1
    0.3, 12.8, -1.3, 0.997, 0.872, -3.8, -5.3, -6.2, -1.3
> OCCCCCN=c1cc(-c2ccccc2)oc2ccc(Cl)cc12
    11.7, 8.2, 3.6, 0.883, 0.918, 9.5, 1.2, -10.3, 0.0
> COc1cc(/C=N/NC(N)=O)ccc1OC(=O)c1ccco1
    -3.6, -2.0, -1.7, 1.04, 1.02, -2.8, -6.4, -5.2, -2.0

# More compounds.
SMILES,mIAP block,hIAP inh,MIN6 prolif,mIAP act,hIAP act,A3A deaminase,APOBEC3G inh,ATG4B inhibitor,MPTP block
CCn1c2ccccc2c2nnc(SCC(=O)N(C)C3CCS(=O)(=O)C3)nc21 (stereo not drawn),-7.1,-18.0,0.0,1.07,1.18,-0.4,-3.4,-9.5,0.7
CCC(=O)c1ccc(OCC(=O)OCC(=O)Nc2sccc2C(N)=O)cc1,-1.1,6.8,1.5,1.01,0.932,4.6,-1.4,-5.8,1.0
CC(C)Cc1nnc(NC(=O)Cc2ccc([N+](=O)[O-])cc2)s1,3.5,-7.8,0.0,0.965,1.08,-1.9,-7.2,-5.6,-0.7
COc1ccccc1C(=O)NNC(=O)c1ccc(NC(=O)c2ccccc2)cc1,14.9,-17.5,1.1,0.851,1.18,5.1,2.6,1.7,-0.2
COC(=O)c1c(NC(=O)c2ccccc2[N+](=O)[O-])sc2c1CC(C)(C)NC2(C)C,-3.0,7.0,-4.4,1.03,0.93,-1.6,-4.6,-3.8,-0.5
NC(=O)c1cc(C(=O)c2ccc(Cl)cc2Cl)c[nH]1,-5.9,1.3,6.1,1.06,0.987,1.6,0.4,0.9,0.1
CCn1c(=O)c(C(=O)NNC(=O)c2ccccc2Cl)c(O)c2ccccc21,-0.4,-41.7,0.0,1,1.42,2.5,1.1,-0.8,3.4
COC(=O)c1cc(=O)n(-c2ccc(F)cc2)c(=Nc2ccc(F)cc2)s1,9.2,-0.1,-6.8,0.908,1,0.9,-7.1,7.7,2.1
COc1ccc(-c2csc(NC(=S)NC(=O)c3ccccc3)n2)cc1Br,9.7,-17.9,-3.6,0.903,1.18,-3.6,-4.6,-3.2,1.8
COCc1nnc(NC(=O)CC(c2ccccc2)c2ccccc2)s1,4.6,-0.8,-1.2,0.954,1.01,1.3,-5.2,-4.6,-1.3
O=C(O)c1ccc2c(c1)S(=O)(=O)N=C1CCCCCN12,2.8,9.9,-4.3,0.972,0.901,-2.9,-5.0,14.9,-4.0
CCCOc1nnnn1-c1ccccc1,-3.6,-6.1,-3.1,1.04,1.06,-6.1,-6.7,-2.2,-0.2
Cn1c(-c2ccc(CN3CCCCC3)o2)nc2ccccc21,0.5,-32.1,-0.6,0.995,1.32,-0.9,-2.4,8.7,1.3
OCCNCC(O)CN1c2ccccc2Sc2ccccc21 (stereo not drawn),4.5,0.1,-3.5,0.955,0.999,-12.4,-5.0,-9.9,0.3
COc1ccc2nc(N3C(=O)CC(C(C)c4ccccc4)C3=O)sc2c1 (stereo not drawn),-6.6,-0.3,2.4,1.07,1,0.9,-7.2,-10.1,0.6
CCN1CCc2c(OCC(=O)Nc3ccc(C)cc3)cccc2C1=O,8.1,-4.4,0.5,0.919,1.04,-6.3,-4.1,0.8,-1.7
Cc1cc(NC(=O)COC(=O)[C@@H](NS(=O)(=O)c2ccc(Br)cc2)C(C)C)no1,-2.7,-8.9,0.6,1.03,1.09,-3.1,-3.7,1.4,3.1
CS(=O)(=O)N1CCN(c2ccccc2NC(=O)c2cccnc2)CC1,2.7,-7.5,-1.6,0.973,1.07,1.3,-7.4,-0.8,-3.1
COc1cc(C)c(Cl)cc1S(=O)(=O)N1CCCC1,8.3,-7.0,5.5,0.917,1.07,6.0,-0.9,12.5,-3.0
CC(C)(C)n1cn[nH]c1=S,3.8,5.2,-2.7,0.962,0.948,-0.8,-6.1,-1.1,0.4
O=C(Nc1ccc(OC(F)(F)F)cc1)c1ccc2ccccc2n1,-4.2,20.4,-2.5,1.04,0.796,5.7,1.5,-3.8,3.3
COc1ccc2oc(=O)c(C(=O)O)cc2c1,-11.6,-1.7,0.1,1.12,1.02,4.3,1.1,3.6,-0.1
CC(CS(=O)(=O)c1ccc2c(c1)NC(=O)CS2)C(=O)NCc1ccccc1Cl (stereo not drawn),2.7,-22.6,-1.1,0.973,1.23,8.3,10.3,18.1,-0.9
Cc1n[nH]c(=O)nc1NCc1ccc(Cl)cc1,-2.4,0.3,1.7,1.02,0.997,-0.6,-0.9,5.2,3.0
Cc1c(C(=O)NCc2ccc3c(c2)OCO3)sc2nc(-c3ccc(F)cc3)cn12,1.9,-8.0,-2.6,0.981,1.08,-0.6,-1.6,-1.1,0.7
CC(Oc1ccc(Cl)cc1)C(=O)NCCN1C(=O)S/C(=C\c2cccnc2)C1=O (stereo not drawn),2.3,13.4,0.0,0.977,0.866,-2.4,-8.2,-5.9,45.5

# An excerpt of these results, as labelled records.
Molecule: Cc1n[nH]c(=O)nc1NCc1ccc(Cl)cc1
  mIAP block: -2.4; hIAP inh: 0.3; MIN6 prolif: 1.7; mIAP act: 1.02; hIAP act: 0.997; A3A deaminase: -0.6; APOBEC3G inh: -0.9; ATG4B inhibitor: 5.2; MPTP block: 3.0

Molecule: CCN1CCc2c(OCC(=O)Nc3ccc(C)cc3)cccc2C1=O
  mIAP block: 8.1; hIAP inh: -4.4; MIN6 prolif: 0.5; mIAP act: 0.919; hIAP act: 1.04; A3A deaminase: -6.3; APOBEC3G inh: -4.1; ATG4B inhibitor: 0.8; MPTP block: -1.7

Molecule: Cc1cc(NC(=O)COC(=O)[C@@H](NS(=O)(=O)c2ccc(Br)cc2)C(C)C)no1
  mIAP block: -2.7; hIAP inh: -8.9; MIN6 prolif: 0.6; mIAP act: 1.03; hIAP act: 1.09; A3A deaminase: -3.1; APOBEC3G inh: -3.7; ATG4B inhibitor: 1.4; MPTP block: 3.1

Molecule: CS(=O)(=O)N1CCN(c2ccccc2NC(=O)c2cccnc2)CC1
  mIAP block: 2.7; hIAP inh: -7.5; MIN6 prolif: -1.6; mIAP act: 0.973; hIAP act: 1.07; A3A deaminase: 1.3; APOBEC3G inh: -7.4; ATG4B inhibitor: -0.8; MPTP block: -3.1

# Compounds were not picked by outcome; about 3.3% have a hit in one of these screens.
